From PubChem
Growth percent in the NCI-60 one-dose screen (48 h, 10 µM unless noted): 100 = growth as untreated, 0 = no growth, -100 = all killed.
SK-MEL-2: SK-MEL-2 melanoma; 77,000 tested, 4.7% active; AID 1794763
MDA-MB-231: MDA-MB-231 breast cancer | 81,000 tested, 5% active | AID 1794789
MCF7: MCF7 breast cancer. 82,000 tested, 6.3% active
HS 578T: HS 578T breast cancer; 78,000 tested, 4.1% active
BT-549: BT-549 breast cancer; 78,000 tested, 4.4% active; AID 1794793
MALME-3M: MALME-3M melanoma | 78,000 tested, 5.8% active | AID 1794766
T-47D: T-47D breast cancer | 79,000 tested, 5% active | AID 1794792
LOX IMVI: LOX IMVI melanoma. 79,000 tested, 7.4% active
* = called active by the depositor; nt = no result given. The calls were made as follows: active = growth percent below 10; inactive = the rest. Not a hit list (roughly 11% active in at least one column).

SMILES	SK-MEL-2	MDA-MB-231	MCF7	HS 578T	BT-549	MALME-3M	T-47D	LOX IMVI
Cc1ccc(-c2nc3nc(-c4ccccc4)nc(N4CCN(S(C)(=O)=O)CC4)c3o2)cc1	100.8	89.0	87.4	83.6	93.0	99.1	95.4	88.5
CC1CCN(C(=O)Nc2c(Cl)cccc2Cl)CC1	nt	104.6	92.1	96.2	110.3	100.9	104.5	nt
Oc1ccccc1/C=N/Nc1nc(N/N=C/c2ccccc2O)nc(N2CCOCC2)n1	72.0	36.3	40.0	47.0	76.3	52.6	46.1	4.0*
COc1cc2oc(-c3ccc(NC(=O)c4ccc(C#N)cc4)cc3)cc(=O)c2c(OC)c1OC	93.7	93.9	86.5	102.8	99.6	96.7	77.1	98.9
CC(=O)c1sc(/N=C2\NC(=O)/C(=C/c3ccc(Cl)cc3)S2)nc1C	100.6	124.7	93.5	110.8	97.1	100.9	106.5	99.7
COC(=O)c1nc(N)nc(C(=O)OC)c1C(=O)c1ccccn1	101.5	97.4	90.9	85.7	109.1	96.1	98.4	99.2
COc1ccc(-c2cc3cnc4ccc(Br)cc4c3oc2=O)cc1	128.9	102.1	97.2	107.2	105.8	103.7	101.6	103.0
COc1ccc(NC(=O)c2sc3nc(C)c(C(=O)c4ccc(OC)cc4)cc3c2N)cc1	23.0	60.2	25.3	40.4	49.1	37.9	59.6	54.2
CN(C)c1ccc(/C=C2\Cc3cc(F)ccc3C2=O)cc1	108.3	106.8	35.6	102.2	69.5	88.9	48.6	95.7
Cc1cc(C)n(C(=O)CC#N)n1	104.9	106.5	102.7	nt	104.6	113.1	99.9	109.4
Cc1c(C(=O)Nc2ccccc2F)sc2c(=O)[nH]cnc12	53.9	86.2	76.9	98.2	85.3	88.3	90.0	85.0
COc1ccc(/C=C2\N=C(Nc3ccccc3)N(/N=C/C(O)C(O)C(O)C(O)CO)C2=O)cc1 (stereo unspecified)	114.3	94.1	90.1	104.2	90.4	110.0	nt	96.5
O=C(CSc1nnc2n3c(nn12)SCC(c1ccccc1)=N3)c1ccccc1	113.2	104.6	89.9	102.9	104.6	95.1	103.4	100.1
O=C(CS(=O)(=O)c1ccccc1)CS(=O)(=O)c1ccccc1	116.7	94.6	103.2	102.4	110.8	104.4	113.6	112.7
COC(=O)[C@]12CC[C@@H](C)[C@H](C)[C@@H]1C1=CC[C@@H]3[C@@]4(C)C(C=O)=C[C@@](C)(COC(=O)c5ccco5)[C@@H]4[C@H](O)C[C@@]3(C)[C@]1(C)CC2	-44.4*	-47.4*	-19.2*	-9.5*	-3.1*	-63.6*	13.4	-91.4*
NC(=O)c1cc(N)nc(Cl)n1	110.7	95.6	94.4	98.2	99.6	88.9	91.4	93.3
NS(=O)(=O)c1ccc(CCNC(=O)CSc2nc(-c3ccccc3)cc(=O)[nH]2)cc1	104.9	98.8	110.0	112.9	103.3	96.4	103.0	103.0
O=C1c2ccccc2C(=O)N1c1n[nH]c2nc3ccccc3cc12	101.7	108.0	97.8	100.5	110.8	105.6	103.2	97.9
C[C@@H](CN)NC(=O)c1cc2cc(Cl)c(F)c(F)c2[nH]1	109.0	82.4	76.2	88.2	92.5	102.8	82.1	72.6
CC[C@@H]1OC(=O)[C@H](C)[C@@H](O[C@H]2C[C@@](C)(OC)[C@@H](O)[C@H](C)O2)[C@H](C)[C@@H](O[C@@H]2O[C@H](C)C[C@H](N(C)C)[C@H]2O)[C@](C)(O)C[C@@H](C)[C@@H]2N[C@@H](COCCOC)O[C@H]([C@H]2C)[C@]1(C)O	120.9	94.6	nt	115.5	92.2	99.5	105.3	94.8
Clc1ccc(-c2cc(-c3cn(-c4ccccc4)nc3-c3ccc(OCc4ccccc4)cc3)on2)cc1	92.9	88.1	90.3	93.6	114.2	102.2	80.8	104.8
O=C1Nc2ccc(Cl)cc2/C1=C/c1c[nH]c2ccccc12	77.0	82.6	52.4	78.3	132.5	nt	87.4	67.2
COc1ccc2cc(C(C)NC(=O)Nc3ccc(S(=O)(=O)Nc4nccs4)cc3)ccc2c1 (stereo unspecified)	110.2	104.5	85.3	86.2	nt	91.7	84.6	73.7
N#CC1(Nc2ccc(C(=O)O)cc2)CCCC1	105.8	111.7	93.6	106.2	107.2	108.4	105.8	100.6
NC(=Nc1ccccc1)SCCCCCCSC(N)=Nc1ccccc1	106.3	61.4	65.6	77.7	68.2	75.7	56.3	73.3
COc1cc(C2CC(c3ccc(SC)cc3)=NN2)cc(OC)c1OC (stereo unspecified)	72.4	111.8	88.0	113.0	88.0	96.7	57.1	91.3
Nc1c2c(nc3ccc(Cl)cc13)CC(c1ccc(O)cc1)CC2=O (stereo unspecified)	61.3	68.5	25.1	46.1	53.3	52.6	54.8	nt
c1cc(-c2nnc(SSc3ncnc4nc[nH]c34)o2)ccn1	15.9	20.6	23.0	66.0	51.7	103.2	42.3	9.8*
O=C(/C=C/c1ccc([N+](=O)[O-])cc1)c1ccc(NC(=O)c2ccccc2CN2C(=O)c3ccccc3C2=O)cc1	108.8	77.7	55.1	93.0	94.7	98.4	85.9	82.6
Cc1sc2nc(NCCc3c[nH]c4ccc(Cl)cc34)[nH]c(=O)c2c1C	78.5	31.1	32.2	25.4	74.2	60.2	44.9	26.5
CC1SC(c2ccc(Br)cc2)N(NC(=O)CCC(=O)c2nc3ncccc3[nH]2)C1=O (stereo unspecified)	97.2	91.1	97.1	92.4	124.6	81.5	90.0	91.2
C#Cc1ccc(-n2c(/C=C/c3ccc4[nH]ccc4c3)nc3ncccc3c2=O)cc1	106.9	115.5	99.4	112.2	103.9	102.4	95.2	98.1
COc1ccc(Nc2ncccc2C(=O)NCc2cn(Cc3cc(OC)cc(OC)c3)nn2)cc1	89.5	105.0	104.0	86.2	98.4	nt	93.6	96.5
COc1ccc(-c2csc(N/N=C/c3cccs3)n2)cc1	97.7	83.6	70.7	94.9	108.4	87.1	61.2	82.1
O=C(Nc1ccc(-n2cnc3ccccc32)nc1)c1ccccc1	99.7	100.1	91.2	107.6	97.7	106.5	83.6	81.7
Cc1ccc2nc3ccccc3c(NCc3ccccc3)c2c1	100.0	35.8	11.2	69.8	69.0	55.2	63.6	9.1*
Cn1cc(/C=N/Nc2ccc(Br)cn2)c2ccccc21	113.5	98.9	80.6	102.0	104.6	95.0	93.3	103.7
O=C1COCCN1c1ccc(N2C(=O)C(Cl)C2c2cn(Cc3ccc(Cl)cc3)c3ccccc23)cc1 (stereo unspecified)	110.4	98.4	107.7	98.8	100.4	98.0	nt	93.8
Cc1ccc(C2=NN3C(C2)c2cc(Cl)ccc2OC3c2ccncc2)cc1 (stereo unspecified)	94.9	83.1	59.4	81.9	79.3	95.2	65.6	61.6
O=C1N/C(=N/c2nc(-c3ccccc3Cl)cc(-c3ccc(Cl)cc3Cl)n2)S/C1=C/c1ccc(Cl)cc1	88.9	63.2	50.3	91.9	92.2	91.5	60.9	74.1
O=C(O)c1cc(N=Nc2cccc([N+](=O)[O-])c2)ccc1O	nt	101.5	97.3	93.0	nt	114.0	114.0	95.0
Cc1cccc2c1nc(-c1ccc(O)c(O)c1)n2Cc1c(F)cccc1F	91.2	82.7	97.8	88.5	82.0	101.3	71.0	73.5
O=C(CCCCC(=O)Nc1ccc(C2=NCCN2)cc1)Nc1ccc(C2=NCCN2)cc1	96.9	95.2	89.6	119.3	95.7	113.3	92.6	96.5
COc1ccc(N2C(=O)[C@@H](O)[C@H]2/C=C/c2ccccc2)cc1	nt	103.6	86.0	96.8	95.2	96.4	92.7	106.3
CCCCCN(C)c1ncnc2[nH]ncc12	111.4	152.4	98.3	100.4	89.1	100.2	91.6	103.6
CCCCCc1ccc(S(=O)(=O)Nc2cc(-c3csc(NC(=O)CN4CCN(CCO)CC4)n3)ccc2OC)cc1	94.9	12.6	6.3*	52.8	88.7	-80.9*	26.8	-82.5*
O=[N+]([O-])c1ccc(N=Nc2cc(S(=O)(=O)O)c3cccc(S(=O)(=O)O)c3c2O)cc1	105.7	112.2	97.7	129.9	105.5	84.5	107.8	105.6
CC(=O)OCC1OC(N=[N+]=[N-])C(OC(C)=O)C(OC(C)=O)C1OC(C)=O (stereo unspecified)	nt	108.5	95.4	104.8	110.6	108.6	102.1	98.9

Reformatted with each value named: part of the list above.
Molecule: Cc1ccc(C2=NN3C(C2)c2cc(Cl)ccc2OC3c2ccncc2)cc1 (stereo unspecified)
  SK-MEL-2: 94.9
  MDA-MB-231: 83.1
  MCF7: 59.4
  HS 578T: 81.9
  BT-549: 79.3
  MALME-3M: 95.2
  T-47D: 65.6
  LOX IMVI: 61.6

Molecule: O=C1N/C(=N/c2nc(-c3ccccc3Cl)cc(-c3ccc(Cl)cc3Cl)n2)S/C1=C/c1ccc(Cl)cc1
  SK-MEL-2: 88.9
  MDA-MB-231: 63.2
  MCF7: 50.3
  HS 578T: 91.9
  BT-549: 92.2
  MALME-3M: 91.5
  T-47D: 60.9
  LOX IMVI: 74.1

Molecule: O=C(O)c1cc(N=Nc2cccc([N+](=O)[O-])c2)ccc1O
  SK-MEL-2: nt
  MDA-MB-231: 101.5
  MCF7: 97.3
  HS 578T: 93.0
  BT-549: nt
  MALME-3M: 114.0
  T-47D: 114.0
  LOX IMVI: 95.0

(listing goes on)
SMILES	SK-MEL-2	MDA-MB-231	MCF7	HS 578T	BT-549	MALME-3M	T-47D	LOX IMVI
O=C(Nc1ccc(Oc2ccc(F)cc2)c(Cl)c1)c1ccncc1	59.5	80.3	60.6	93.3	64.0	91.5	43.4	70.1
Cc1c(C(N)=O)sc2ncn(C)c(=O)c12	101.5	95.3	92.9	94.0	92.4	93.7	99.0	90.3
COc1cc(Cn2c(-c3ccccc3)cc3c2-c2oncc2CC3)cc(OC)c1OC	31.4	47.1	14.1	-1.7*	41.2	nt	38.1	39.4
COc1cc(C2N(c3ccccc3)NC(=O)[C@@H]3CCCN23)cc(OC)c1OC (stereo partly specified)	84.2	86.9	94.1	101.6	115.0	100.2	89.7	87.4
O=C1OC(=O)C2C1OC1C(=O)OC(=O)C12 (stereo unspecified)	96.4	100.2	110.3	121.6	106.3	125.5	97.6	98.5
Cc1c(Cl)cccc1NC(=O)c1sc2nc3c(cc2c1N)CN(CCc1ccccc1)CC3	92.5	97.0	77.6	97.4	96.3	94.4	104.8	92.8
Oc1ccc(Cl)c2c1CCC2	98.9	99.0	106.2	107.6	111.3	107.4	102.9	103.7
CC/C(=C\c1ccc(Cl)cc1)c1nc2ccccc2c(=O)[nH]1	104.5	114.2	88.8	104.8	nt	nt	77.7	85.0
CC(=O)Oc1ccc(OC(C)=O)cc1	109.5	97.4	97.3	102.8	80.4	132.2	106.8	97.3
CC(O)CN(C)Cc1ccccc1 (stereo unspecified)	103.4	99.5	95.7	93.4	91.3	114.8	99.9	92.8
O=S(=O)(O)c1ccc(F)cc1	93.6	112.4	97.8	102.0	100.8	90.7	98.7	98.9
O=S(=O)(O)CCCCS(=O)(=O)c1ccccc1	111.0	107.8	92.1	83.4	121.9	102.4	98.7	101.7

Record cards, as listed above. Values in the order: SK-MEL-2	MDA-MB-231	MCF7	HS 578T	BT-549	MALME-3M	T-47D	LOX IMVI
O=C(Nc1ccc(Oc2ccc(F)cc2)c(Cl)c1)c1ccncc1 across the screens: 59.5	80.3	60.6	93.3	64.0	91.5	43.4	70.1
CC(=O)Oc1ccc(OC(C)=O)cc1 across the screens: 109.5	97.4	97.3	102.8	80.4	132.2	106.8	97.3
CC(O)CN(C)Cc1ccccc1 (stereo unspecified) across the screens: 103.4	99.5	95.7	93.4	91.3	114.8	99.9	92.8

The list continues.
SMILES	SK-MEL-2	MDA-MB-231	MCF7	HS 578T	BT-549	MALME-3M	T-47D	LOX IMVI
COc1ccc(-n2c(-c3csc(N)n3)n[nH]c2=S)cc1	nt	106.1	104.8	103.6	nt	94.1	98.0	99.2
CNCCCn1c2c(c3ccc(Cl)cc3c1=O)C(=O)c1cc(OC)cnc1-2	77.3	77.3	-45.4*	71.7	45.9	72.8	40.0	-83.7*
O=C(O)c1cc(=O)[nH]cn1	117.2	106.9	104.6	111.9	115.3	123.5	107.2	100.0
O=NOCc1ccccc1	93.2	103.2	92.3	96.8	93.7	nt	102.2	nt
CNc1nc2c(N)ncnc2n1C1OC(CO)C(O)C1O (stereo unspecified)	105.8	100.5	96.4	nt	84.3	126.7	89.1	93.2
N#CC1C2=C(Cc3ccccc3C2)C2(C(=O)Nc3ccccc32)C(C#N)(C#N)C1N (stereo unspecified)	73.6	82.9	27.2	76.3	68.4	91.3	54.8	79.3
COc1ccc(CSc2nc3cc(OC)c(OC)cc3c(=O)n2-c2ccc(OC)cc2OC)cc1	91.5	75.4	83.1	86.7	93.9	82.6	75.6	83.4
Cc1oc(-c2ccc(Cl)c(Cl)c2)cc1C(=O)Nc1ccccc1	97.1	103.2	83.1	99.6	98.4	116.6	71.8	85.8
COc1ccc2c(c1)c(CC(=O)NCCOCCOCC(=O)Nc1ccc(OC)c(C(N)=O)c1O)c(C)n2C(=O)c1ccc(Cl)cc1	89.0	92.0	94.6	105.4	81.1	117.5	81.3	90.0
C=CCSc1nnc(-c2ccc(-c3ccccc3)nc2C)o1	103.7	95.5	91.6	116.3	117.8	98.2	105.7	104.7
Cc1ccc(C)c(N=Nc2cc(C)ccc2C)c1	102.4	97.5	90.8	98.1	98.4	102.7	95.3	94.5
Clc1ccc(OCc2nnc(-c3ccc(N4CCOCC4)cc3)o2)c(Cl)c1	87.1	nt	81.3	80.4	92.3	93.6	71.4	89.5
